STK33 inh – blocks human STK33 kinase activity; 27,000 tested, 0.44% active; Q9BYT3; AID 2322; ADP-Glo luminescence, MBP substrate; inhibition, % at 12.5 µM; in the data active = inhibition above about 20%
Target sequence (Q9BYT3 whole entry, looked up): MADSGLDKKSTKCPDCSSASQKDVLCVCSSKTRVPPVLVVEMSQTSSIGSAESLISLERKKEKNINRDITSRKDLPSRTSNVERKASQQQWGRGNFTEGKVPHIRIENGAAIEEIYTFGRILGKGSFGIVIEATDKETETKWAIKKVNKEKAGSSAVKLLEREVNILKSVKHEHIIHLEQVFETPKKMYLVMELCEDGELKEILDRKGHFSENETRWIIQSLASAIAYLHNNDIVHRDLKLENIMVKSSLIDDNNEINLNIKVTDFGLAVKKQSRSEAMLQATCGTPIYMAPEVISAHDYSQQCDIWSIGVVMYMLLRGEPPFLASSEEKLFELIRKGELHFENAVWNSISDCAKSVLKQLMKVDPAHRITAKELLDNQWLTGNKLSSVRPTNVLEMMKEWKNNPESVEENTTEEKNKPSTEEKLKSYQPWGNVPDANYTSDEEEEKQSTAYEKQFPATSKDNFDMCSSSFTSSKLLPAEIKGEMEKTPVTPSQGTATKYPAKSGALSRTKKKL
mut p53 react – restores mutant p53 pathway signaling in SW480 cells; SW480 PUMA-promoter luciferase, p53 mutant reactivation; activation, % at 9.98 µM; 28,000 tested, 1.5% active; AID 624151; in the data active = activation above about 52%
Numbers without * were called inactive; · = no result given. A portion of the library. The share of hits here may be higher or lower than overall.

1) C[C@@H]1CN([C@H](C)CO)C(=O)Cc2cc(NC(=O)Nc3ccc(F)cc3)ccc2O[C@@H]1CN(C)C(=O)Nc1ccc2c(c1)OCO2
2) Cc1ccc(S(=O)(=O)N(C)C[C@@H]2Oc3ccc(NC(=O)Nc4ccc(F)cc4)cc3CC(=O)N([C@@H](C)CO)C[C@@H]2C)cc1
3) CC(C)CC#Cc1cnc2c(c1)C(=O)N([C@H](C)CO)C[C@@H](C)[C@@H](CN(C)C(=O)c1ccc3c(c1)OCO3)O2
4) C[C@@H]1CN([C@H](C)CO)C(=O)c2cc(NC(=O)C3CCCCC3)ccc2O[C@H]1CN(C)S(=O)(=O)c1ccc(Cl)cc1
5) COc1ccc(CN(C)C[C@H]2Oc3c(NC(=O)NC(C)C)cccc3C(=O)N([C@@H](C)CO)C[C@H]2C)cc1
6) Cc1ccnc(NS(=O)(=O)c2ccc(NC(=O)c3cc4c(s3)CCCC4)cc2)n1
7) C[C@@H]1CCCCO[C@H](CN(C)S(=O)(=O)c2ccccc2)[C@@H](C)CN([C@@H](C)CO)C(=O)c2cc(NC(=O)c3ccccc3)ccc2O1
8) C[C@@H]1CCCCO[C@H](CN(C)S(C)(=O)=O)[C@@H](C)CN([C@@H](C)CO)C(=O)c2cc(NC(=O)c3ccncc3)ccc2O1
9) CCC(=O)N1CCN(c2ccc(Cl)cc2NC(=O)COc2ccc(C(C)(C)C)cc2)CC1
10) COc1ccc(C#Cc2cnc3c(c2)C(=O)N([C@H](C)CO)C[C@H](C)[C@H](CN(C)Cc2ccncc2)O3)cc1OC

Screen / compound no.	1	2	3	4	5	6	7	8	9	10
STK33 inh	2	2	·	-1	·	5	·	·	7	3
mut p53 react	·	·	-7	·	1	7	-11	-5	-4	11

Compounds shown so far that have fluorine:
1) C[C@@H]1CN([C@H](C)CO)C(=O)Cc2cc(NC(=O)Nc3ccc(F)cc3)ccc2O[C@@H]1CN(C)C(=O)Nc1ccc2c(c1)OCO2
2) Cc1ccc(S(=O)(=O)N(C)C[C@@H]2Oc3ccc(NC(=O)Nc4ccc(F)cc4)cc3CC(=O)N([C@@H](C)CO)C[C@@H]2C)cc1

Screen / compound no.	1	2
STK33 inh	2	2
mut p53 react	·	·

Remaining list, next part:
11) COc1ccc(S(=O)(=O)Nc2ccc3c(c2)C(=O)N([C@H](C)CO)C[C@H](C)[C@H](CN(C)S(=O)(=O)c2c(C)noc2C)OCCCC[C@@H](C)O3)cc1
12) C[C@@H]1CN([C@@H](C)CO)C(=O)c2cccc(NC(=O)Nc3ccc(F)cc3)c2O[C@@H]1CN(C)C
13) COc1cc(C(=O)NC(C)C(=O)O)cc(OC)c1OC (configuration not stated)
14) O=C(CC1C(=O)NCCN1C(=O)Nc1ccccc1)Nc1cccc(Cl)c1 (configuration not stated)
15) C[C@H]1CN([C@@H](C)CO)C(=O)Cc2cc(NS(C)(=O)=O)ccc2O[C@@H]1CN(C)CC1CCCCC1
16) COc1cccc(S(=O)(=O)N(C)C[C@@H]2OCc3cn(nn3)CCCC(=O)N([C@@H](C)CO)C[C@@H]2C)c1
17) C[C@H](CO)N1C[C@H](C)[C@H](CN(C)Cc2ccc(Cl)c(Cl)c2)Oc2ccc(NC(=O)Nc3cccc4ccccc34)cc2C1=O
18) Cn1c(SCC(=O)Nc2ccc([N+](=O)[O-])cc2)nc2ccccc21
19) O=C(CCCN1C(=O)c2cccc3cccc(c23)C1=O)Nc1ccccc1Br
20) Cc1cccc(Cn2c(NCC(C)O)nc3c2c(=O)n(C)c(=O)n3C)c1 (configuration not stated)

Screen / compound no.	11	12	13	14	15	16	17	18	19	20
STK33 inh	2	·	0	3	5	3	0	1	1	-4
mut p53 react	·	9	12	-7	·	·	·	42	15	-13

21) C[C@H](NC(=O)C[C@H]1C[C@@H]2c3cc(NC(=O)Nc4ccc(C(F)(F)F)cc4)ccc3O[C@@H]2[C@@H](CO)O1)c1ccccc1
22) C[C@H](CO)N1C[C@H](C)[C@H](CN(C)C(=O)Nc2ccc(C(F)(F)F)cc2)Oc2ccc(NC(=O)Nc3ccccc3)cc2C1=O
23) Cc1cc(C)nc(SCC(=O)Nc2ccc(S(=O)(=O)NC(C)(C)C)cc2)n1
24) COc1cccc(C(=O)COc2cccc(NC(=O)c3ccc([N+](=O)[O-])cc3)c2)c1
25) CC(C)CC#Cc1ccc2c(c1)O[C@H](CN(C)Cc1ccc(F)cc1)[C@@H](C)CN([C@@H](C)CO)S2(=O)=O
26) CCc1c(O)cc(OC)c2c1O[C@H](C)CC2=O
27) [N-]=[N+]=Nc1ccccc1C[C@@]1(C(=O)NCc2ccccc2)N=C(c2ccc(OCCCO)cc2)O[C@@H]1c1ccccc1
28) C[C@H](CO)N1C[C@H](C)[C@@H](CN(C)C(=O)Nc2ccc(F)cc2)OCc2cnnn2CCCC1=O
29) Cc1ccc(N(CC(=O)Nc2ccccc2F)S(C)(=O)=O)cc1Cl
30) COc1ccc(-c2cc(=O)[nH]c(SCC(=O)Nc3ccc(Br)cc3)n2)cc1

Screen / compound no.	21	22	23	24	25	26	27	28	29	30
STK33 inh	·	·	-1	10	·	1	1	0	1	12
mut p53 react	-16	-19	-22	-13	-45	23	·	·	7	-4

31) COc1ccc(S(=O)(=O)N(C)C[C@@H]2OCCCC[C@@H](C)Oc3ccc(NS(=O)(=O)c4ccc(Cl)cc4)cc3C(=O)N([C@H](C)CO)C[C@@H]2C)cc1
32) C[C@H](CO)N1C[C@H](C)[C@@H](CN(C)C(=O)Nc2cccc3ccccc23)Oc2ccc(NS(=O)(=O)c3cccs3)cc2C1=O
33) C[C@@H]1CCCCO[C@@H](CN(C)S(=O)(=O)c2ccccc2)[C@@H](C)CN([C@H](C)CO)C(=O)c2cc(NS(=O)(=O)c3ccc(F)cc3)ccc2O1
34) Cc1ccc(-c2noc(CSc3nnnn3-c3ccccc3)n2)cc1
35) CNC[C@@H]1Oc2c(NC(=O)c3cnccn3)cccc2C(=O)N([C@@H](C)CO)C[C@H]1C
36) C[C@@H]1CN([C@@H](C)CO)S(=O)(=O)c2ccc(-c3cncnc3)cc2O[C@H]1CN(C)C(=O)NC1CCCC1
37) C[C@H]1CN([C@@H](C)CO)C(=O)Cc2cc(NC(=O)Cc3ccccc3)ccc2O[C@H]1CN(C)CC1CCCCC1
38) COc1ccc(-c2nnc3c4ccccc4c(C)nn23)cc1S(=O)(=O)N1CCCCC1
39) C[C@@H]1CN([C@H](C)CO)C(=O)CCCn2nncc2CO[C@@H]1CN(C)Cc1ccncc1
40) O=C(CSc1nnc(-c2ccncc2)n1-c1ccccc1Cl)Nc1ccc(C(=O)O)cc1

Screen / compound no.	31	32	33	34	35	36	37	38	39	40
STK33 inh	-8	-1	1	4	·	·	-1	-1	0	3
mut p53 react	·	·	·	-4	-4	11	·	2	0	1

41) CNC[C@@H]1OCCCC[C@H](C)Oc2ccc(N)cc2C(=O)N([C@@H](C)CO)C[C@H]1C
42) CC(=O)c1ccc(NC(=O)CCn2cnc3ccccc3c2=O)cc1
43) CCOC(=O)c1c(C)[nH]c2ccc3c(c12)CN1CCc2cc(OC)ccc2C1O3 (configuration not stated)
44) COc1ccc(S(=O)(=O)Nc2cccc3c2O[C@@H](CN(C)Cc2ccc4c(c2)OCO4)[C@@H](C)CN([C@H](C)CO)C3=O)cc1
45) CC(=O)N(C)C[C@H]1Oc2ncc(-c3ccccc3C)cc2C(=O)N([C@H](C)CO)C[C@H]1C
46) Cc1noc(C)c1NC(=O)Nc1ccc2c(c1)CC(=O)N([C@H](C)CO)C[C@@H](C)[C@H](CN(C)CC1CCCCC1)O2
47) COc1ccccc1-c1cnc2c(c1)C(=O)N([C@@H](C)CO)C[C@H](C)[C@@H](CN(C)Cc1ccc(F)cc1)O2
48) COc1ccc(S(=O)(=O)N(CC(=O)O)c2ccc(Cl)cc2)cc1
49) C[C@@H]1CCCCO[C@H](CN(C)C(=O)CCC(F)(F)F)[C@@H](C)CN([C@H](C)CO)C(=O)c2cc(NS(=O)(=O)c3cn(C)cn3)ccc2O1
50) C=C(C(=O)O)[C@H]1C=C2[C@@H](C)[C@@H](O)[C@H](O)C[C@]2(C)CC1

Screen / compound no.	41	42	43	44	45	46	47	48	49	50
STK33 inh	·	1	·	·	·	-3	·	-3	-12	-3
mut p53 react	1	3	-30	0	13	11	-7	-18	·	-8

51) C[C@@H]1CN([C@@H](C)CO)C(=O)CCCn2nncc2CO[C@@H]1CN(C)CC1CC1
52) C[C@H](CO)N1C[C@H](C)[C@H](CN(C)Cc2ccc3c(c2)OCCN3C)OCc2cnnn2CCCC1=O
53) C[C@@H]1CN([C@@H](C)CO)C(=O)c2cc(NC(=O)C3CC3)ccc2O[C@@H]1CN(C)Cc1ccc(Cl)c(Cl)c1
54) C[C@@H]1CN([C@H](C)CO)C(=O)c2cc(NC(=O)NC3CCCCC3)ccc2O[C@@H]1CN(C)C
55) C[C@@H]1CN([C@@H](C)CO)C(=O)c2cccc(NC(=O)Nc3cccc4ccccc34)c2O[C@H]1CN(C)S(C)(=O)=O
56) C[C@@H]1CN([C@H](C)CO)C(=O)c2cc(N(C)C)ccc2O[C@H]1CN(C)S(=O)(=O)c1cn(C)cn1
57) COC(=O)c1ccc(C)c(NC(=O)COc2ccccc2C)c1
58) CC(C)NC(=O)N(C)C[C@@H]1Oc2ccc(NS(=O)(=O)c3ccc(Cl)cc3)cc2C(=O)N([C@@H](C)CO)C[C@H]1C
59) O=C(CC1CC1)Nc1ccc2c(c1)[C@@H]1C[C@H](CC(=O)NC3CCCC3)O[C@H](CO)[C@@H]1O2
60) C[C@@H]1CN([C@H](C)CO)C(=O)c2cccc(NS(=O)(=O)c3cccs3)c2O[C@H]1CN(C)Cc1ccc(Cl)c(Cl)c1

Screen / compound no.	51	52	53	54	55	56	57	58	59	60
STK33 inh	0	-7	-1	·	-1	·	-2	3	·	·
mut p53 react	10	4	-13	12	·	6	38	·	4	6

61) COc1c2c(nc3ccccc13)OC(C(C)(O)CO)C2 (configuration not stated)
62) CN1CCN(c2ccccc2NC(=O)COc2ccc([N+](=O)[O-])cc2)CC1
63) CC(=O)OCC(=O)[C@@]1(O)CCC2C3CC[C@@H]4C[C@H](OC(C)=O)CC[C@]4(C)C3C(=O)C[C@@]21C (some centres not stated)
64) COc1ccccc1C(=O)Nc1ccc(S(=O)(=O)Nc2nc(C)cc(C)n2)cc1
65) COc1ccc(S(=O)(=O)N(C)C[C@@H]2Oc3ccc(NC(=O)c4ccncc4)cc3C(=O)N([C@H](C)CO)C[C@@H]2C)cc1
66) COc1ccc(NC(=O)CSc2nc3ccccc3c(=O)n2-c2ccc(C)cc2)cc1Cl
67) COc1ccc(-c2cnc3c(c2)C(=O)N([C@H](C)CO)C[C@H](C)[C@H](CN(C)S(C)(=O)=O)O3)cc1
68) CC(=O)c1cccc(NC(=O)CSc2nc(N3CCCCC3)nc(N3CCCCC3)n2)c1
69) C=CCn1c(SCC(=O)O)nnc1-c1ccncc1
70) CC(Oc1cccc(NC(=O)c2ccccc2Cl)c1)C(=O)c1ccc(Cl)cc1 (configuration not stated)

Screen / compound no.	61	62	63	64	65	66	67	68	69	70
STK33 inh	-4	3	4	3	·	2	0	2	-1	1
mut p53 react	·	6	·	-1	7	-2	·	-10	-1	6

Grouped by structure: the entries above containing a Cl atom.
4) C[C@@H]1CN([C@H](C)CO)C(=O)c2cc(NC(=O)C3CCCCC3)ccc2O[C@H]1CN(C)S(=O)(=O)c1ccc(Cl)cc1
9) CCC(=O)N1CCN(c2ccc(Cl)cc2NC(=O)COc2ccc(C(C)(C)C)cc2)CC1
14) O=C(CC1C(=O)NCCN1C(=O)Nc1ccccc1)Nc1cccc(Cl)c1 (configuration not stated)
17) C[C@H](CO)N1C[C@H](C)[C@H](CN(C)Cc2ccc(Cl)c(Cl)c2)Oc2ccc(NC(=O)Nc3cccc4ccccc34)cc2C1=O
29) Cc1ccc(N(CC(=O)Nc2ccccc2F)S(C)(=O)=O)cc1Cl
31) COc1ccc(S(=O)(=O)N(C)C[C@@H]2OCCCC[C@@H](C)Oc3ccc(NS(=O)(=O)c4ccc(Cl)cc4)cc3C(=O)N([C@H](C)CO)C[C@@H]2C)cc1
40) O=C(CSc1nnc(-c2ccncc2)n1-c1ccccc1Cl)Nc1ccc(C(=O)O)cc1
48) COc1ccc(S(=O)(=O)N(CC(=O)O)c2ccc(Cl)cc2)cc1
53) C[C@@H]1CN([C@@H](C)CO)C(=O)c2cc(NC(=O)C3CC3)ccc2O[C@@H]1CN(C)Cc1ccc(Cl)c(Cl)c1
58) CC(C)NC(=O)N(C)C[C@@H]1Oc2ccc(NS(=O)(=O)c3ccc(Cl)cc3)cc2C(=O)N([C@@H](C)CO)C[C@H]1C
60) C[C@@H]1CN([C@H](C)CO)C(=O)c2cccc(NS(=O)(=O)c3cccs3)c2O[C@H]1CN(C)Cc1ccc(Cl)c(Cl)c1
66) COc1ccc(NC(=O)CSc2nc3ccccc3c(=O)n2-c2ccc(C)cc2)cc1Cl

Screen / compound no.	4	9	14	17	29	31	40	48	53	58	60	66
STK33 inh	-1	7	3	0	1	-8	3	-3	-1	3	·	2
mut p53 react	·	-4	-7	·	7	·	1	-18	-13	·	6	-2

70) CC(Oc1cccc(NC(=O)c2ccccc2Cl)c1)C(=O)c1ccc(Cl)cc1 (configuration not stated)

Screen / compound no.	70
STK33 inh	1
mut p53 react	6

From PubChem BioAssay
